CHO-K1 Ca antag: counter-screen for M1 antagonists: effect in parental CHO-K1 cells; ATP-induced calcium, Fluo-8 fluorescence; inhibition, % at 3 µM; actives 0.6% (n = 360,000);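 active = inhibition above a per-plate cutoff, the plate's mean sample inhibition plus 3 SD, cut at about 24% in these data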;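 note: 0% = DMSO plus EC80 ATP and 100% = DMSO alone without ATP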
TAAR1 agonist: agonists of human TAAR1. Q96RJ0. CHO RD-HGA16 TAAR1, Fluo-8 calcium fluorescence; vehicle wells 0%, saturating PEA agonist 100%. activation, % at 3 µM. actives 0.99% (n = 360,000). AID 624467;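 active = activation above the mean activation of all test compounds in the run plus 3 SD, cut at about 38% in these data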
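System: CHO-derived RD-HGA16 cells with stable Gα16 and human TAAR1. Times: 17-24 h plating, Fluo-8 75 min 37 °C, 30 min RT. Measured by: calcium-sensitive Fluo-8 signal, excitation 470-495, emission 515-575 nm. Read-out basis: % activation relative to PEA EC100 response. Control set: DMSO and PEA EC100. Repeats: no replicates (n 1).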
TAAR1 antag: human TAAR1 antagonism; Q96RJ0; CHO RD-HGA16 TAAR1, Fluo-8 calcium fluorescence, antagonist; inhibition, % at 3 µM; actives 1.5% (n = 360,000); AID 624466;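 active = inhibition above a per-plate cutoff, the mean inhibition of test compounds on that plate plus 3 SD, cut at about 49% in these data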;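 note: 0% = DMSO plus EC80 beta-PEA response and 100% = DMSO alone without agonist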
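System: RD-HGA16 CHO cells with stable hTAAR1 and Gα16 | Probe or stimulus: EC80 β-phenethylamine stimulus | Dosing: 3 µM, single point | Times: Dye loading 75 min at 37 °C, then 30 min room temperature | Measured by: Fluo-8 calcium-sensitive fluorescence | Read-out basis: % inhibition of agonist calcium response | Replicates: n of 1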
M1 antag: human CHRM1 antagonism; actives 1.3% (n = 360,000); inhibition, % at 3 µM; CHO-K1 hM1, Fluo-8 calcium fluorescence, ACh EC80 antagonist; P11229;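 active = percent inhibition above its own plate's cutoff, namely the mean of that plate's compound wells plus 3 SD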;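 note: peak over basal fluorescence ratio during 140 s after agonist addition; 0% = ACh EC80 plus DMSO and 100% = DMSO alone without agonist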
Target sequence (P11229 whole entry, looked up): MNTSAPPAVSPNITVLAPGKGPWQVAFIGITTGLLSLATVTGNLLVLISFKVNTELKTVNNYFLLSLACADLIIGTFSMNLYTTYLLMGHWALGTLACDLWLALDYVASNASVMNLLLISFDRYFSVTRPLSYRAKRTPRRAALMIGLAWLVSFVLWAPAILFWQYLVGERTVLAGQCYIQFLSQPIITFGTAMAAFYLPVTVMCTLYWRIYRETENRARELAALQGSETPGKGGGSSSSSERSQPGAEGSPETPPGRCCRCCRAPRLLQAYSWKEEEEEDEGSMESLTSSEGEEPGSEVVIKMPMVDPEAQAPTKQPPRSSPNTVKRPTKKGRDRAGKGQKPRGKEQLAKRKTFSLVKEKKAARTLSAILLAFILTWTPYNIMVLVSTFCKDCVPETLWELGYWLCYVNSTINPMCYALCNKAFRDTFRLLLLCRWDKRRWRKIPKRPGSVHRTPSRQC
M1 ag: activates human CHRM1 receptor; actives 0.33% (n = 360,000); CHO-K1 hM1, Fluo-8 calcium fluorescence, agonist mode; 0% DMSO, 100% acetylcholine EC100; AID 588814; activation, % at 3 µM; P11229;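 active = activation above the run's mean compound activation plus 3 SD, cut at about 16% in these data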;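 note: peak over basal fluorescence ratio within a 140 s kinetic read after compound addition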
OXTR potentiator: potentiates the human oxytocin receptor response; P30559; CHO-OTR cells, Fluo-8 calcium fluorescence, potentiator mode; 0% = oxytocin EC15, 100% = EC100; activation, % at 3 µM; actives 0.061% (n = 320,000);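 active = activation above that plate's cutoff, the mean activation of tested compounds plus 3 SD, cut at about 6.6% in these data, passing the limit was not always enough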;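 note: 100% uses oxytocin at 75 nM as the full agonist control; some results filed as inactive read as strong as hits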
Target sequence (P30559 whole entry, looked up): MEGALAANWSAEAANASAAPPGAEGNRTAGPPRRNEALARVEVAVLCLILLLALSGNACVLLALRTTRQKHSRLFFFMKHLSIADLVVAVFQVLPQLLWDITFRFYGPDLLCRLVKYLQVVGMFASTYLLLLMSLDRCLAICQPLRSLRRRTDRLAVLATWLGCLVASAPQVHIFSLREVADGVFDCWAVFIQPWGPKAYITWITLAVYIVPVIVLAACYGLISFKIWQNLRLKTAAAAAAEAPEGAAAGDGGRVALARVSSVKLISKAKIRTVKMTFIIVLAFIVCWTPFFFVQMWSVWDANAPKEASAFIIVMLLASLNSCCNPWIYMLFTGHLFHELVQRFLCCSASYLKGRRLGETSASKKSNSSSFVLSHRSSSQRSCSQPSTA
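Material: human OTR in CHO cells. Compound: 3.0 µM, one dose. Timing: compound 6 min at room temperature before oxytocin, 100 s read. Evaluation: % activation of max/min ratio relative to oxytocin controls. Replication: single well per compound, singlicate. Signal: Fluo-8 calcium dye fluorescence.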
CHO parental Ca: counter-screen: ATP calcium response change in parental CHO cells | actives 0.63% (n = 330,000) | AID 463079 | parental CHO-K1, ATP-induced calcium, Fluo-8 fluorescence | inhibition, % at 5.6 µM;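 active = inhibition above that plate's mean sample inhibition plus 3 SD, cut at about 26% in these data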;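 note: 0% = ATP-challenged DMSO wells and 100% = DMSO wells without ATP; some compounds past the cut are filed as inactive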
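Test system: untransfected parental CHO cell line. Compound: one dose, 5.6 µM nominal. Detection: intracellular calcium via Fluo-8 no-wash fluorescent dye. Measure: % inhibition. Benchmarks: ATP-challenged DMSO wells low, unchallenged DMSO wells high.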
M1 PAM parental: nonselective activator or artifact in parental CHO-K1 calcium assay. ATP EC20, Fluo-8 calcium fluorescence; 0% at ATP EC20, 100% at ATP max. activation, % at 3 µM. actives 0.02% (n = 360,000). AID 602247;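 active = activation above the run cutoff, the mean activation of all test compounds plus 3 SD, cut at about 40% in these data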;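 note: peak over basal fluorescence ratio in a 140 s read after ATP addition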
CHO-K1 Ca ag: counter-screen for M1 agonists: effect in parental CHO-K1 cells. Fluo-8 calcium fluorescence; scaled to maximal ATP response, vehicle zero. activation, % at 3 µM. actives 0.48% (n = 360,000). AID 602248; in the data active = activation above about 15%;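 note: untransfected CHO-K1 host cells lacking M1 receptor as counterscreen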
Starred values were filed as active, the others as inactive; nt = not tested or not shown. The order is random; any-hit rate near 4.2%.

SMILES | CHO-K1 Ca antag | TAAR1 agonist | TAAR1 antag | M1 antag | M1 ag | OXTR potentiator | CHO parental Ca | M1 PAM parental | CHO-K1 Ca ag
C[N+](C)(C)CCCCCCC(=O)/C=N/O | 21 | -1 | -7 | 5 | 36* | -11 | 6 | -8 | 0.0
CNC(=O)c1c2c(nc3ccc(Br)cc13)CCCC2 | -5 | -3 | -9 | -2 | -8 | -5 | -18 | 14 | -0.6
O=C(NCCC1CCCCN1S(=O)(=O)c1ccc(Cl)cc1)C(=O)NCCN1CCOCC1 (stereo not drawn) | -5 | 1 | -31 | -5 | -8 | -3 | -15 | 2 | 1.1
COc1ccc(C(CCN2CCOCC2)c2c(OC)cc(OC)c3c(-c4ccccc4)cc(=O)oc23)cc1 (stereo not drawn) | -13 | 40* | 5 | -9 | 5 | nt | 13 | 16 | 4.0
CCN1CNC(=S)N(CCc2ccccc2)C1 | -13 | 2 | 8 | -10 | -3 | -2 | 5 | 25 | 1.3
FC(F)(F)c1cccc(-c2nc(-c3ccncc3)no2)c1 | -1 | 9 | -42 | 10 | -5 | nt | nt | -10 | -0.2
COc1ccc(NC(=O)CSc2n[nH]c(=O)n2Cc2ccccc2)cc1Cl | -8 | 0 | -8 | -12 | -1 | -7 | -8 | 14 | 2.4
CCOC(=O)C1CCN(C(C(=O)Nc2ccc3c(c2)OCCO3)c2ccccc2)CC1 (stereo not drawn) | -12 | 15 | 11 | 2 | -5 | -10 | -4 | 26 | 0.2
CCc1cccc(NS(=O)(=O)c2ccc3c(c2)oc(=O)n3C)c1 | -1 | 15 | 11 | 9 | -3 | -8 | -1 | 11 | 4.8
O=C(O)CCSc1nnnn1-c1ccccc1 | 8 | 2 | -20 | -7 | 0 | -5 | -3 | 7 | -0.2
CC1CCc2c(sc(NC(=O)C3c4ccccc4Oc4ccccc43)c2C(N)=O)C1 (stereo not drawn) | -5 | 1 | -39 | -1 | -4 | 0 | -16 | 17 | -0.2
NC(=O)C1CCN(CC(=O)Nc2cccnc2Cl)CC1 | -11 | 9 | -6 | -10 | -1 | -6 | 11 | 13 | 0.7
Cc1ccc(NC(=O)CSC2=NCCN2)cc1 | -1 | 12 | -23 | 8 | 5 | -6 | -7 | 15 | -0.1
Cn1c(=O)c2c(nc(SCCN3CCOCC3)n2Cc2ccccc2Cl)n(C)c1=O | -2 | 2 | -23 | -8 | -10 | -5 | -14 | 11 | 1.7
Clc1ccc(-c2noc(CN3CCCC3)n2)cc1 | -10 | 18 | 0 | -3 | -4 | -16 | -17 | 25 | 1.2
CC(=O)c1ccc(NS(=O)(=O)c2ccc(N/C=C/C(=O)c3ccc(F)cc3)cc2)cc1 | -17 | 1 | 2 | -2 | -3 | 2 | -13 | 20 | 1.2
CCN(CC)c1ccc(NC(=O)COc2ccccc2C#N)cc1S(=O)(=O)Nc1ccc(OC)cc1 | -3 | 2 | 2 | 1 | -4 | -5 | 8 | 9 | 0.9
O=C(CCCc1c[nH]c2ccccc12)N1CCOCC1 | -2 | 12 | -1 | -26 | -1 | -5 | -10 | 13 | 0.4
C1CCN(CC2CCCCN2)CC1 (stereo not drawn) | -9 | 0 | -7 | 2 | -2 | nt | nt | -3 | 0.8
COc1cccc(CNc2ccc([N+](=O)[O-])c(NCC(=O)O)n2)c1 | 2 | 3 | 7 | 5 | -8 | 0 | -6 | 5 | -0.1
CC1C[N+](=C2C=C(N3CCOCC3)CC(C)(C)C2)CC(C)O1 (stereo not drawn) | -21 | 3 | -5 | -26 | -2 | 3 | -7 | 22 | 0.1
COc1ccc(-c2nc(CCNC(=O)c3ccco3)cs2)cc1OC | 1 | 7 | 9 | -14 | -1 | -3 | -16 | 2 | 2.3
O=C(NCC1CCCO1)C1CC(c2ccccc2Cl)=NO1 (stereo not drawn) | -26 | 8 | -6 | -14 | -2 | 4 | -3 | 1 | 0.7
Cc1nnc(SCC(=O)NC2CCC(C)CC2)s1 (stereo not drawn) | -14 | 0 | -3 | -9 | -4 | -5 | -9 | 7 | 1.8
CCOC(=O)/C=c1\s/c(=C\c2ccc3cc(OC)ccc3c2)c(=O)n1CC(=O)NCc1ccc2c(c1)OCO2 | -17 | 0 | -24 | 23 | -2 | -4 | -7 | 23 | 1.1
COCCCn1c(SCC(=O)NNC(=O)c2cccc(O)c2)nnc1-c1ccncc1 | -5 | 6 | -17 | 0 | -3 | -15 | 3 | 10 | 0.6
CC(C)NC(=O)N(C)C[C@H]1Oc2cc(C#Cc3ccc(F)cc3)ccc2S(=O)(=O)N([C@H](C)CO)C[C@H]1C | -7 | 8 | -4 | -12 | 0 | nt | nt | 10 | 0.9
COc1cc([N+](=O)[O-])c(OC)cc1SCc1n[nH]c(=S)n1-c1ccc(F)cc1 | -8 | 3 | -21 | -15 | 1 | 0 | -21 | 24 | 1.4
CC1=NN(C(=O)c2ccccc2F)C(O)(c2ccc(Cl)cc2)C1 (stereo not drawn) | -4 | 0 | 12 | -15 | -5 | -6 | -18 | 7 | 0.7
CCn1cc(Br)c(C(=O)NC(=S)Nc2ccc(C(=O)OC)cc2)n1 | -7 | 4 | -18 | -9 | -3 | -4 | -3 | 12 | 0.3
CCCCNC(=O)C(C)N(CCN(C)C)C(=O)CCCN1C(=O)NC(c2ccc(Cl)cc2)C(C(=O)OCc2ccccc2)=C1C (stereo not drawn) | -8 | 3 | -16 | -9 | -11 | nt | -29 | -6 | -0.6
CCOC(=O)N1CCC(NC(=O)CCc2c(C)nc3ncnn3c2C)CC1 | -10 | 9 | -7 | -10 | -5 | -3 | -2 | 15 | 0.6
COc1ccc(CCNC(=O)CCCNC(=O)Cn2cnc3sc(C)c(C)c3c2=O)cc1OC | 12 | 2 | -21 | 26 | -1 | -8 | 1 | -12 | -0.2
CCc1nc2c(OCc3ccc(C#N)cc3)cccn2c1N(C)C(=O)C(C)C | -4 | -1 | -5 | -11 | -8 | nt | nt | 18 | 0.7
CCOc1cc2[nH]c(=S)n(CC3CCCO3)c(=O)c2cc1OCC (stereo not drawn) | -1 | 13 | 7 | 0 | -2 | 1 | -21 | 5 | 0.6
Cc1cccc2cc(C3CC(c4ccco4)=NN3S(C)(=O)=O)c(Cl)nc12 (stereo not drawn) | -12 | 2 | -3 | -5 | -2 | 0 | -17 | 12 | 0.3
COc1cc(C(=O)OC2CCOC2=O)c([N+](=O)[O-])cc1OC (stereo not drawn) | -15 | 0 | -12 | -15 | -3 | -6 | -3 | 24 | 1.0
Cc1nc(CS(=O)(=O)c2ccccc2)cc(Sc2ccc(Cl)cc2Cl)n1 | -8 | 7 | 0 | -3 | -1 | -12 | -21 | 17 | 3.2
CCC1(c2ccc(F)cc2)NC(=O)N(CC(=O)Nc2ccccc2Cl)C1=O (stereo not drawn) | -8 | 80* | 17 | -8 | 36* | -15 | -6 | -7 | 15*
O=C(NCCCN1CCN(c2ccccc2)CC1)Nc1ccccc1C(F)(F)F | -5 | 13 | 12 | -10 | -6 | -12 | -25 | 19 | 0.6

Random excerpt: two entries already listed
SMILES | CHO-K1 Ca antag | TAAR1 agonist | TAAR1 antag | M1 antag | M1 ag | OXTR potentiator | CHO parental Ca | M1 PAM parental | CHO-K1 Ca ag
CCc1nc2c(OCc3ccc(C#N)cc3)cccn2c1N(C)C(=O)C(C)C | -4 | -1 | -5 | -11 | -8 | nt | nt | 18 | 0.7
Cc1cccc2cc(C3CC(c4ccco4)=NN3S(C)(=O)=O)c(Cl)nc12 (stereo not drawn) | -12 | 2 | -3 | -5 | -2 | 0 | -17 | 12 | 0.3

Following part
SMILES | CHO-K1 Ca antag | TAAR1 agonist | TAAR1 antag | M1 antag | M1 ag | OXTR potentiator | CHO parental Ca | M1 PAM parental | CHO-K1 Ca ag
COc1cccc(NC(=O)COC(=O)/C=C/c2ccc(Cl)cc2Cl)c1 | -6 | -1 | -8 | 5 | -5 | -5 | -12 | 14 | 0.3
CCC(C)[C@H](NC(=O)C1CC(=O)N(c2ccc3c(c2)OCCO3)C1)C(=O)N1CCCCC1 (stereo partly drawn) | -7 | 4 | -12 | 8 | -3 | -4 | 5 | -10 | 0.5
CCOC(=O)N1CCN(C(=O)C2CCCN(S(=O)(=O)c3cccnc3)C2)CC1 (stereo not drawn) | 10 | 3 | -12 | -16 | 1 | 0 | -7 | 3 | 0.0
Cn1sc(NC(=O)c2cccc(Cl)c2)nc1=O | -11 | -1 | -13 | -11 | -2 | -3 | 10 | 20 | 0.4
O=C(Nc1ccc(Br)cc1)c1ccc(Br)c(S(=O)(=O)Nc2cccnc2)c1 | -4 | 1 | -11 | 4 | 0 | -15 | 4 | 11 | 0.6
CCn1c(SCc2ccc(F)cc2)nc2ccccc2c1=O | -11 | 6 | -25 | -24 | 0 | -6 | -40 | 9 | -0.9
CC(=O)N1CCN(Cc2cc(=O)oc3cc(C)c(C)cc23)CC1 | 2 | 3 | 2 | 3 | -6 | nt | nt | 10 | 0.5
CCN(CC)C(=O)C1=C(C)N(CCCN2CCCC2=O)C(=O)C(CC(=O)NCc2cccs2)C1 (stereo not drawn) | -5 | 2 | -24 | -4 | 1 | nt | nt | -10 | 0.0
O=C(CN1CCN(c2ccccn2)CC1)Nc1cc(F)ccc1F | -12 | -2 | 4 | 2 | -7 | -17 | -6 | 10 | 2.2
Cc1ccc(C(=O)NCC(=O)Nc2ccc(S(=O)(=O)Nc3cc(C)nc(C)n3)cc2)cc1 | -4 | 3 | 3 | -6 | -4 | -3 | -6 | 0 | -0.1
COc1ccc(N2CCC(CNC(=O)Nc3ccc(C)c(C)c3)C2)cc1 (stereo not drawn) | 4 | 1 | -11 | -7 | 11 | -7 | -9 | -2 | -0.2
Cc1ccc(NC(=O)c2ccc(Cl)nc2)cc1S(=O)(=O)N1CCOCC1 | -5 | 9 | 42 | -2 | 0 | -6 | -9 | -3 | 2.8
CCOc1ccccc1Nc1nnc(SCC(=O)Nc2nc(-c3ccc(OC)cc3)cs2)s1 | -3 | 3 | 13 | -4 | 0 | 0 | -1 | -4 | 1.1
CC(C)Oc1ccc(S(=O)(=O)N2CCOCC2)cc1NC(=O)CN1C(=O)NC2(CCCC2)C1=O | 11 | 7 | -29 | -6 | -2 | -2 | 1 | -17 | 0.2
Cc1cc(C)nc(NC(=NCCc2c[nH]c3ccccc23)NC(=O)Nc2ccc(Cl)c(Cl)c2)n1 | 0 | 6 | -5 | -6 | -6 | 1 | -6 | 17 | 0.3
CCCCCC(=O)N1C[C@H](O)[C@@H](n2cc(C3CC3)nn2)C[C@@H]1c1ccc(C)cc1 | -10 | 1 | -7 | 0 | -3 | nt | nt | 7 | 0.8
